Screening data deposited in PubChem BioAssay by Broad Institute.
E-sel inducer – E-selectin induction on HUVECs; P16581; HUVEC E-selectin immunofluorescence imaging; normalized: neutral wells 0, TNF-alpha wells 100; activation, % at 7.58 µM; 0.37% of 260,000 active;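 active = mean E-selectin-positive cell signal at least 10% of the positive control, reached in at least 60% of replicates, without over 20% cell loss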;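 also: in these data hits start at about 27%; measured in HUVEC primary endothelial cells; signal is the percent of cells scored E-selectin positive by PE staining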
Target sequence (P16581 whole entry, looked up): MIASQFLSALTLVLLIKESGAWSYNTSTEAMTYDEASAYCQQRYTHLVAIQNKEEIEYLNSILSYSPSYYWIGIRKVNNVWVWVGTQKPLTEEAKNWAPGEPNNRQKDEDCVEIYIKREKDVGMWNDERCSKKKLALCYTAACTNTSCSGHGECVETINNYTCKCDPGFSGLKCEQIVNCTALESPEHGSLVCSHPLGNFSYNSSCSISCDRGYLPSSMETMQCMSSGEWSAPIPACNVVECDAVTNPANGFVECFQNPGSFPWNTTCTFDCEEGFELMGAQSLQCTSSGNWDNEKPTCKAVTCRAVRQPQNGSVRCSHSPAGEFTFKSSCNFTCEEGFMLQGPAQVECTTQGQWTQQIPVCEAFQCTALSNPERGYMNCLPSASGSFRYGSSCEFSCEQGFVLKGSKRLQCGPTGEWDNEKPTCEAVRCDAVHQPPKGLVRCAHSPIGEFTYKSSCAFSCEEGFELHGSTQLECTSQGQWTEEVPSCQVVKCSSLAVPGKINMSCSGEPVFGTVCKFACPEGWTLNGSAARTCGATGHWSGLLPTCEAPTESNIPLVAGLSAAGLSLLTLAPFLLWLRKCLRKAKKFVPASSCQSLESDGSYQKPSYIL
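System: HUVEC / Compound: single concentration / Signal: immunofluorescence imaging / Read-out: percent E-selectin-positive cells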
RAD54 branch – inhibitors of human RAD54 branch migration. 0.14% of 360,000 active. inhibition, % at 10.4 µM. Q92698. AID 602329. RAD54 Holliday junction branch migration, FAM/BHQ fluorescence;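 active = mean normalized replicate activity at least 40 and at least half of replicates scoring 40 or more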;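 also: 0% = median of neutral control wells and 100% = median of positive control wells; inhibitors cause a drop in the FAM fluorescence signal; in these data hits start at about 50%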
esBAF inh – inhibitors of esBAF chromatin remodeling in mouse ES cells | Bmi1-luciferase knock-in reporter, 24 h; 100% = twice the neutral-well signal | reporter increase, % at 12.5 µM | 2% of 350,000 active | AID 602393; in the data active = activation above about 40%;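 also: 0% = median of the plate's neutral control wells and 100% = double that signal; a rise in the Bmi1 reporter signal indicates esBAF inhibition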
ERp5 block – blocks human ERp5 reductase activity on insulin; Q15084; ERp5 insulin aggregation, absorbance 650 nm, 90 min; inhibition, % at 9.99 µM; 0.05% of 350,000 active; AID 651711;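 active = mean replicate inhibition above about 25%, with every replicate also reaching it, limit read from the data, passing the limit was not always enough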
RAD52 inh – blocks human RAD52 DNA annealing. recombinant RAD52 DNA annealing, FRET fluorescence. P43351. 0.46% of 360,000 active. inhibition, % at 18.7 µM;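 active = every replicate showing at least 50% inhibition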
PglD DTNB – blocks C. jejuni PglD acetyltransferase activity | purified PglD enzyme, DTNB colorimetric CoA detection | inhibition, % at 12.5 µM | 0.098% of 360,000 active | AID 602405; in the data active = inhibition above about 16%, passing the limit was not always enough; also: strong numbers were not always called active
CASP6 VEID inh – inhibitors of human caspase-6 | inhibition, % at 12.5 µM | AID 686996 | P55212 | 0.53% of 350,000 active | purified caspase-6, Z-VEID-R110 cleavage fluorescence;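 active = mean inhibition across replicates at least about 35%, with every replicate also reaching that limit, limit read from the data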;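 also: 0% = median of neutral control wells and 100% = no fluorescence left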
Target sequence (P55212 24-179 limits assumed): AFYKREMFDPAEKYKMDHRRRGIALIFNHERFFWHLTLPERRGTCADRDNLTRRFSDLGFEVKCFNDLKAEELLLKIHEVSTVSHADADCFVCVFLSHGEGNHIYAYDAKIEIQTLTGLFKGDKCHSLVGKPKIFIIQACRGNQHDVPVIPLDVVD
Target sequence (P55212 194-293 limits assumed): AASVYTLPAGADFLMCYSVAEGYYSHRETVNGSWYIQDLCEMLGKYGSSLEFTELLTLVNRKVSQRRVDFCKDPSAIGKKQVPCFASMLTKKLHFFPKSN
ARNT-TACC3 inh – disrupts binding between human ARNT and TACC3 | AlphaScreen His-ARNT PAS-B/GST-TACC3 binding, luminescence; TACC3 fragment carries E629A point mutation | inhibition, % at 9.99 µM | 0.66% of 390,000 active;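 active = mean inhibition of replicates at least 50% and at least half of replicates each reaching 50%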;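 also: 0% = complete ARNT plus TACC3 wells and 100% = ARNT alone without TACC3; many hits fall short of the cut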
Numbers without * were called inactive; . = not tested or not shown; & = joins results of further samples.

canonical_smiles | E-sel inducer | RAD54 branch | esBAF inh | ERp5 block | RAD52 inh | PglD DTNB | CASP6 VEID inh | ARNT-TACC3 inh
Cc1ccc(S(=O)(=O)N2CCC[C@H]2C(=O)OCc2nc3ccccc3s2)cc1 | 0.1 | . | . | 0 | -10 | . | 2 | 0
CC(C)NC(=O)NCC[C@H]1CC[C@@H](NS(=O)(=O)c2ccccc2)[C@@H](CO)O1 | -0.1 | . | . | -8 | -4 | . | 2 | .
Cc1cccc(-c2ccc([C@@H]3[C@H](CO)N4CCCCN(C(=O)c5ccncc5)C[C@@H]34)cc2)c1 | 0.2 | 12 | 2 | 1 | -1 | 0 | . | 1
C[C@@H]1CN([C@@H](C)CO)C(=O)c2cc(NC(=O)Nc3cccc4ccccc34)ccc2O[C@H]1CN(C)Cc1ccc(C(=O)Nc2ccccc2N)cc1 | 4.1 | 1 | 2 | 4 | 28 | 1 | 0 | 12
N#Cc1ccc(-c2ccc([C@H]3[C@H](CO)N4C(=O)CN(C(=O)C5CCCCC5)C[C@@H]34)cc2)cc1 | -0.2 | . | . | -1 | -8 | . | 1 | .
Cc1cccc(CNc2ncnc3[nH]ncc23)c1 | 0.5 | 5 | 3 | 8 | -13 | 3 | -1 | -1
CCc1ccc2c(CN(C)Cc3ccccc3OC)cc(=O)oc2c1 | 0.3 | -4 | 29 | -2 | -13 | 1 | -2 | -4
O=C(NCc1ccccc1Br)c1cccs1 | -0.2 | 4 | 7 | 2 | -17 | -4 | 0 | .
CCOC(=O)c1c(NC(=O)C2=C(C)NC(=S)NC2c2ccc(C)cc2)sc(C)c1C (stereo unspecified) | . | 3 | . | 2 | -6 | 8 | 3 | 14
CC(=O)c1ccc(NC(=O)CSc2ccc(-c3ccc(-n4cccn4)cc3)nn2)cc1 | -1.3 | . | . | -1 | -11 | . | 5 | -3
COCCn1c(Cc2cccn2C)nnc1SCC(=O)NCc1ccc2c(c1)OCO2 | . | . | . | -5 | -6 | . | -1 | -2
O=C(NCC1CCCO1)C1CCC(=O)N1Cc1ccccc1Cl (stereo unspecified) | . | 10 | 1 | 7 | -9 | 6 | -1 | -2
Cn1cnnc1SCC(=O)Nc1ccc2ccccc2c1 | . | 11 | 16 | 4 | -14 | 8 | -4 | .
CS(=O)(=O)Nc1ccc2c(c1)[C@H]1C[C@H](CC(=O)NC3CCCC3)O[C@H](CO)[C@H]1O2 | 0.6 | 4 | 1 | 3 | -14 | -1 | -2 | -5
Cc1cc(NC(=O)COC(=O)c2cccc(O)c2)no1 | . | . | . | -5 | -10 | . | -1 | -3
COc1ccc(CN(C)C[C@H]2Oc3ccc(NS(=O)(=O)c4ccc(C)cc4)cc3CC(=O)N([C@@H](C)CO)C[C@H]2C)cc1 | 0.1 | -4 | -10 | -1 | -3 | 2 | 1 | .
C[C@H](CO)N1C[C@H](C)[C@H](CN(C)C(=O)Nc2ccc3c(c2)OCO3)Oc2ncc(-c3ccccc3)cc2C1=O | 0.1 | 1&0 | 4&-2 | -3&2 | 0&11 | -1&-1 | 2&2 | 3&5
CC(C)Cc1nnc(NC(=O)CC(C)c2ccccc2)s1 (stereo unspecified) | . | 0 | -8 | -5 | -1 | 4 | 0 | 6
CC1CN(C(=O)C(C)N2CCN(c3cccc(Cl)c3)CC2)CC(C)O1 (stereo unspecified) | . | . | . | 0 | 5 | . | -4 | -10
C[C@@H]1CCCCO[C@@H](CN(C)S(C)(=O)=O)[C@H](C)CN([C@H](C)CO)C(=O)c2cc(NS(C)(=O)=O)ccc2O1 | 0.3 | -1 | -12 | . | . | -3 | . | -1
COC(=O)c1sccc1NC(=S)N1CCN(c2cc(C)ccc2C)CC1 | 17 | 0 | . | . | . | -2 | . | 1
CC(C)N(c1ccccc1)c1ccc(NC(=O)C2CCCO2)cc1 (stereo unspecified) | -1.8 | 1 | 4 | . | . | 2 | . | -10
C[C@H]1CN([C@@H](C)CO)C(=O)c2cccc(NC(=O)Nc3ccccc3)c2O[C@@H]1CN(C)S(=O)(=O)c1ccc(F)cc1 | 0.2 | 10 | 2 | -3 | 15 | -2 | 0 | 11
Cc1ccccc1/C=C/c1cc[n+](C)cc1 | 0.6 | . | . | -2 | 9 | . | -15 | -6
COc1ccc(C(=O)COc2ccc(F)cc2)c(O)c1C | . | -7 | 3 | . | . | 2 | . | -6
Cc1nn(-c2ccccc2)c(N)c1N=Nc1cccnc1 | 0.0 | . | . | -6 | -6 | . | -7 | 9
COc1ccc(Cl)cc1S(=O)(=O)NC(C)c1cnn(-c2ccccn2)c1C (stereo unspecified) | . | -6 | -3 | 4 | -11 | . | 0 | .
CC(=O)c1sc(NC(=O)c2oc3ccc(F)cc3c2C)nc1C | . | 4 | 50* | -4 | -9 | 2 | 0 | 2
C[C@@H]1CCCCO[C@H](CN(C)C(=O)Nc2ccccc2)[C@@H](C)CN([C@H](C)CO)C(=O)c2cc(NS(=O)(=O)c3cn(C)cn3)ccc2O1 | 4.2 | 0&4 | -5&4 | -2&-4 | 7&6 | 4&6 | 1&1 | -8
Nc1ncc2c(n1)-c1ccccc1CC2 | . | 3 | 15 | -3 | -9 | 6 | 0 | -3

Compound profiles, as listed above. Order of values: E-sel inducer | RAD54 branch | esBAF inh | ERp5 block | RAD52 inh | PglD DTNB | CASP6 VEID inh | ARNT-TACC3 inh
N#Cc1ccc(-c2ccc([C@H]3[C@H](CO)N4C(=O)CN(C(=O)C5CCCCC5)C[C@@H]34)cc2)cc1 across the screens: -0.2 | . | . | -1 | -8 | . | 1 | .
C[C@H]1CN([C@@H](C)CO)C(=O)c2cccc(NC(=O)Nc3ccccc3)c2O[C@@H]1CN(C)S(=O)(=O)c1ccc(F)cc1 across the screens: 0.2 | 10 | 2 | -3 | 15 | -2 | 0 | 11
Nc1ncc2c(n1)-c1ccccc1CC2 across the screens: . | 3 | 15 | -3 | -9 | 6 | 0 | -3
C[C@@H]1CN([C@@H](C)CO)C(=O)c2cc(NC(=O)Nc3cccc4ccccc34)ccc2O[C@H]1CN(C)Cc1ccc(C(=O)Nc2ccccc2N)cc1 across the screens: 4.1 | 1 | 2 | 4 | 28 | 1 | 0 | 12

The listing continues:
canonical_smiles | E-sel inducer | RAD54 branch | esBAF inh | ERp5 block | RAD52 inh | PglD DTNB | CASP6 VEID inh | ARNT-TACC3 inh
O=C(COC(=O)CCc1nc2ccccc2c(=O)[nH]1)Nc1ccc2c(c1)OCO2 | -0.2 | . | . | 0 | -16 | . | 3 | -14
COc1ccc(NC(=O)Nc2ccc3c(c2)C(=O)N([C@H](C)CO)C[C@H](C)[C@@H](CN(C)C(=O)c2ccccc2)OCCCC[C@@H](C)O3)cc1 | 1.0 | -15 | -1 | 0 | -1 | -2 | -3 | 2
N#Cc1cccc(C(=O)C(=O)N2CCC(c3ccccc3)CC2)c1 | 7.0 | . | . | 0 | -13 | . | -1 | .
C[C@H](CO)N1C[C@H](C)[C@H](CN(C)C(=O)Nc2ccccc2)Oc2ncc(-c3ccccc3)cc2C1=O | -0.1 | -3&-4 | -2&-1 | 8&-6 | -7&4 | 1&-4 | -1&0 | -7&5
CNC(=O)c1ccc(Nc2nnc(-c3ccc(C)c(S(N)(=O)=O)c3)c3ccccc23)cc1 | 0.0 | 12 | 1 | -1 | -6 | -4 | . | 9
Cc1cc(C)nc(NC(=O)Cc2ccc(Br)cc2)n1 | 1.9 | -4 | 5 | 2 | -19 | -1 | -1 | -4
COc1ccc(NC(=O)Nc2cccc3c2O[C@H](CN(C)Cc2ccc(C(F)(F)F)cc2)[C@H](C)CN([C@H](C)CO)C3=O)cc1 | 0.1 | 3 | 4 | -6 | -10 | 6 | 0 | -1
CC(=O)Nc1nc(C)nc(C)c1C(C)=O | . | 1 | -2 | . | . | 7 | . | -13
C#Cc1ccc([C@H]2C=C(C(=O)Nc3ccccc3)O[C@@H](OCCCCO)C2)cc1 | . | -1 | . | -1 | -8 | 1 | -2 | -6
COc1cc(NC(=O)c2cccnc2Sc2ccc(Cl)cc2)cc(OC)c1OC | -2.3 | . | . | -14 | -4 | . | 1 | 27
C[C@H]1CN([C@@H](C)CO)C(=O)Cc2cc(NS(=O)(=O)c3ccc(Cl)cc3)ccc2O[C@@H]1CN(C)C(=O)Nc1ccccc1 | 1.3 | -3 | 1 | 0 | 10 | -4 | 0 | -13
O=c1[nH]c(CN2CCOCC2)nc2ccccc12 | 2.2 | -6 | -3 | -5 | -19 | 5 | 0 | -3
COc1cccc(C(=O)Nc2ccc3c(c2)C(=O)N(C)C[C@H](OC)[C@H](C)CN(C(C)=O)[C@@H](C)CO3)c1 | -0.2 | 5 | -3 | -7 | -6 | -1 | 2 | -11
C[C@@H]1CN([C@H](C)CO)C(=O)Cc2cc(NC(=O)Cc3ccccc3)ccc2O[C@H]1CN(C)S(=O)(=O)c1ccccc1 | -0.2 | -15 | -2 | 13 | 0 | 1 | 0 | -12
NC(=O)NCCCC(NC(=O)c1ccc(C#CC2(O)CCCCC2)cc1)C(=O)O (stereo unspecified) | . | . | . | 2 | -4 | . | 0 | -3
C[C@H]1CN([C@@H](C)CO)S(=O)(=O)c2ccc(C3=CCCCC3)cc2O[C@@H]1CN(C)S(C)(=O)=O | -0.4 | -1 | 5 | 15 | 2 | 2 | 1 | 3
NC(=O)c1ccsc1NC(=O)COC(=O)/C=C/c1ccccc1[N+](=O)[O-] | 0.6 | -4 | 3 | 2 | -25 | -2 | 0 | 3
NS(=O)(=O)c1ccc(NC(=O)c2ccc(F)cc2F)c(NC(=O)c2ccc(F)cc2F)c1 | 0.5 | 12 | 4 | 5 | 9 | 2 | 1 | -36
COc1ccccc1NC(=O)N[C@@H]1CC[C@H](CC(=O)NCc2ccc(Cl)c(Cl)c2)O[C@@H]1CO | 0.0 | 3 | 0 | 1 | -9 | -2 | 8 | 0
Cc1ccc(N(CC(=O)NCC2CCCO2)S(=O)(=O)c2ccccc2)c(C)c1 (stereo unspecified) | -0.1 | -2 | 2 | 3 | 9 | 3 | 4 | .
COCCOn1c(SCCOC)nc2ccccc2c1=O | 0.3 | -2 | 1 | 3 | -3 | -2 | 1 | -4
C[C@@H]1CCCCO[C@@H](CN(C)S(=O)(=O)c2cn(C)cn2)[C@@H](C)CN([C@H](C)CO)C(=O)c2cc(NS(=O)(=O)c3cn(C)cn3)ccc2O1 | -0.1 | -13 | -8 | -4 | 7 | 1 | -3 | -14
O=C(Cn1cnc2scc(-c3ccccc3)c2c1=O)NCc1ccco1 | 0.2 | . | -5 | -3 | -24 | . | 2 | 7
O=C(C1CC1)N1CC(=O)N2[C@@H](CO)[C@H](c3ccc(Br)cc3)[C@@H]2C1 | 0.0 | . | . | 1 | 11 | . | 1 | .
O=C(CSc1nnc(-c2ccncc2)o1)Nc1ccc(F)c(F)c1 | -1.7 | 17 | -1 | -1 | -6 | -3 | -3 | 1
COc1ccc(C)cc1NC(=O)C1CC(=O)N(CCc2ccccc2)C1 (stereo unspecified) | 0.0 | 3 | 8 | 2 | -22 | -3 | . | 1
N#Cc1c(=O)c2nc(NCc3ccccc3)ncc2n2ccccc12 | -1.7 | -10 | -13 | . | . | 5 | . | 53*
O=[N+]([O-])c1ccc(Nc2ccccc2O)c([N+](=O)[O-])c1 | 0.2 | 6 | 10 | 0 | 9 | -11 | 9 | .
CO[C@@H]1CN(C)C(=O)c2ccc(NS(=O)(=O)c3ccccc3)cc2OC[C@@H](C)NC[C@@H]1C | 0.3 | -8 | -3 | 7 | -9 | -3 | . | -5
COc1ccc(CC(O)CO)cc1OCc1ccccc1 (stereo unspecified) | 0.0 | -8 | 0 | 0 | -103 | 4 | -1 | .
CN1C(=O)c2cc(NC(=O)Nc3cccc(Cl)c3)ccc2OC[C@H]2O[C@H](CC(=O)NCCc3ccncc3)CC[C@@H]21 | 0.1 | 10 | 8 | -5 | 10 | -4 | 0 | 4
Cc1ccc2nc(C(=O)N3CCCC(Nc4ccc(F)cc4)C3)cn2c1 (stereo unspecified) | 0.4 | 3 | 18 | -2 | -19 | 7 | 3 | -17
